Screens: PubChem, several laboratories
TcdB GH inh = inhibitors of Clostridioides difficile toxin B glycohydrolase; P18177; TcdB glycohydrolase enzymatic assay, plate reader; inhibition, % at 9.99 µM; actives 0.24% (n = 350,000); in the data active = inhibition above about 10%
SSB-PriA inh = K. pneumoniae PriA-SSBct interaction inhibition; AlphaScreen SSBct-PriA binding, biotinylated peptide; inhibition, % at 33 µM; actives 0.6% (n = 430,000); in the data active = inhibition mostly above about 37%, no sharp cut-off; inactive = mostly below about 20%;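 also: plate controls were negative control peptide for no effect and reference peptide for full effect; strong numbers were not always called active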
BoNT A protease = blocks Botulinum neurotoxin A light chain protease | actives 0.17% (n = 360,000) | AID 588499 | inhibition, % at 10 µM | multiplex microsphere protease substrate cleavage, flow cytometry; also: plate controls were buffer without enzyme for full effect and enzyme alone for no effect
PfHsp40 yeast = rescue of PfHsp40-mediated yeast toxicity; S. cerevisiae expressing PfHsp40, growth rescue, ATP luminescence; growth rescue, % at 12.5 µM; actives 0.68% (n = 340,000); in the data active = growth rescue above about 28%, passing the limit was not always enough; inconclusive = no clear call, values can overlap the other calls;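 also: yeast W303a lacking pdr1 and pdr3 grown in galactose medium; growth measured after three days at 30 °C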
Yp Topo-I inh = Y. pestis Topo-I inhibition via cleavage products. Y. pestis Topo-I cleavage product accumulation, plate reader. activity, % at 10 µM. actives 0.064% (n = 360,000). AID 504884; in the data active = activity above about 50%, passing the limit was not always enough; inconclusive = no clear call, values can overlap the other calls; also: inactives centre near 2
SARS 3CLpro inh = SARS-CoV 3CLpro protease inhibition; recombinant SARS-CoV 3CLpro, quenched FRET peptide cleavage; inhibition, % at 6 µM; actives 0.14% (n = 290,000); in the data active = inhibition above about 12%
PrPC TRFRET = reduces human prion protein on the cell surface; P04156; cell surface PrPC, TR-FRET read-out; inhibition, % at 13.8 µM; actives 0.43% (n = 370,000); AID 720596; in the data active = inhibition above about 24%; also: 0% = median of the test wells and 100% = reference compound wells
Anthrax LF prot = anthrax lethal factor protease inhibition. inhibition, % at 10 µM. multiplex microsphere protease cleavage assay, LF. actives 0.12% (n = 360,000); also: plate controls were buffer without enzyme for full effect and enzyme alone for no effect
Target sequence (P15917 whole entry, looked up): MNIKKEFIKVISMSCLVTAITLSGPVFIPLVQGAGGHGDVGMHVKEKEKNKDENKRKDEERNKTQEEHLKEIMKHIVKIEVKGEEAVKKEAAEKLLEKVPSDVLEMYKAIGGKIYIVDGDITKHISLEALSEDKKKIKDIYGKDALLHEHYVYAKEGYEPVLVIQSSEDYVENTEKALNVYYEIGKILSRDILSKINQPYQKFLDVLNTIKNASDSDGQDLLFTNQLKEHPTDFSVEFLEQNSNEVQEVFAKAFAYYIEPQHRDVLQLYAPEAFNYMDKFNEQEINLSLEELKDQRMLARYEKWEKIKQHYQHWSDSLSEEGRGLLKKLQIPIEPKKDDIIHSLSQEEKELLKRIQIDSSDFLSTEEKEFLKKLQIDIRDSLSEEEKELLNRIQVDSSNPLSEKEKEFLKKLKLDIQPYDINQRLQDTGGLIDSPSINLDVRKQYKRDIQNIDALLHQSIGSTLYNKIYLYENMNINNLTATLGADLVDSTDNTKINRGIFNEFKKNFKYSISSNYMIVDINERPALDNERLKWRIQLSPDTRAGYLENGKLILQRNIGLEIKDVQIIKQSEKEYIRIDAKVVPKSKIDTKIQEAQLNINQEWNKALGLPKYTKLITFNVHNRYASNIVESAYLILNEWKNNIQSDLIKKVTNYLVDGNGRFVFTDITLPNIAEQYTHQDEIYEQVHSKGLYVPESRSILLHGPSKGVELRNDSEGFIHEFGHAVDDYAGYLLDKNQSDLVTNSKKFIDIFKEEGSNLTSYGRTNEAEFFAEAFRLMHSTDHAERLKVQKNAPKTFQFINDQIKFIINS
BH1578 lux ind = inducers of Vibrio cholerae quorum light production without autoinducers; actives 0.16% (n = 350,000); V. cholerae BH1578 lux reporter, luminescence, 6 h; activation, % at 18.7 µM; in the data active = activation mostly above about 9.7%, no sharp cut-off; inconclusive = no clear call, values can overlap the other calls; inactive = mostly below about 3.7%; also: not every result past the cut was called active; inactives centre near 0; reference of the scale not given here
* marks the source's active call; other numbers are inactive results; i = inactive; ? = inconclusive; nt = not tested or not shown; & = joins results of further samples. Rule as the data show it, unless noted: active = inhibition above about 30%; inconclusive = no clear call, values can overlap the other calls; inactive = below that. Some of the compounds tested; count on the stated rates, not on these rows.

No.	mol	TcdB GH inh	SSB-PriA inh	BoNT A protease	PfHsp40 yeast	Yp Topo-I inh
1	c1ccc(OCCCn2nnc(-c3ccncc3)n2)cc1	nt	-20.5	2.2	-1.7	18.1
2	O=C(CCc1ccccc1)N[C@@H]1c2ccccc2CC[C@H]1OCc1ccccc1	-4.1	-1.7	-0.2	4.4	20.1
3	CC(OC(=O)c1cccnc1Cl)C(=O)NC1CCCCC1 (stereo not drawn)	15.9*	nt	0.2	nt	6.4
4	CC(=O)Nc1ccc(S(=O)(=O)N2CCN(Cc3nc4sc(C)c(C)c4c(=O)[nH]3)CC2)cc1	1.3	-1.8	-0.5	1.0	-0.8
5	CC(C)OC(=O)C1CC(C)(O)C(=O)C(C(=O)OC(C)C)C1c1ccc([N+](=O)[O-])cc1 (stereo not drawn)	1.0	-11.6	0.2	-0.8	-1.8
6	CC(=O)c1sc(NC(=O)C2CCN(C(=O)c3ccc(F)cc3)CC2)nc1-c1ccccc1	1.9	-7.0	-0.9	0.2	11.0
7	S=C(NCc1ccco1)Nc1ccc(Cl)cn1	2.1	-4.0	0.2	0.5	4.4
8	CC1CN(C(=O)COC(=O)c2ccc(C#N)cc2)CC(C)O1 (stereo not drawn)	1.1	-1.7	-1.8	0.2	0.0
9	COc1ccc(S(=O)(=O)N2CCN(C(=O)CCC3CCCC3)CC2)cc1	nt	3.3	-0.6	0.4	8.1
10	Fc1ccc(-c2nc3c4ccccc4ccn3c2Cc2cccc(Cl)c2)cc1	0.2	nt	0.7	nt	nt
11	Cc1cc(Nc2ccc(C)c(F)c2)n2ncnc2n1	nt	-10.3	-0.8	-0.1	-4.0
12	O=C(c1cccnc1)n1nc(-c2ccco2)nc1NCc1cccs1	0.8	-2.6	-1.0	-0.4	-0.4

No.	SARS 3CLpro inh	PrPC TRFRET	Anthrax LF prot	BH1578 lux ind
1	1.1	-2.4	4.1	i
2	nt	14.0	-5.4	1.1
3	nt	-1.4	2.3	i
4	2.6	-2.7	-5.3	-0.3
5	-6.4	-2.2	5.1	-0.3
6	nt	14.4	-0.6	-2.3
7	6.5	5.2	-3.3	-1.9
8	-1.5	-10.9	-4.0	-0.3
9	-2.3	6.9	1.0	-0.1
10	nt	-2.2	-12.7	nt
11	0.2	-1.8	1.1	-9.1
12	-0.2	-4.2	-7.5	i

(more compounds)
No.	mol	TcdB GH inh	SSB-PriA inh	BoNT A protease	PfHsp40 yeast	Yp Topo-I inh
13	CCN(CC(=O)NCc1cccnc1)S(=O)(=O)c1ccc(OC)cc1	0.1	-1.8	1.7	0.5	4.0
14	CC(C)CCN(C(=O)Cc1ccc(Cl)c(Cl)c1)c1c(N)n(Cc2ccccc2)c(=O)[nH]c1=O	-0.3	-10.2	-0.1	0.3	3.9
15	Cc1ccc(CN(C(=O)c2sc3ccccc3c2Cl)C2CCS(=O)(=O)C2)cc1 (stereo not drawn)	nt	-5.3	-0.1	2.8	10.4
16	O=C1Cc2ccccc2C(=O)N1OCc1ccc(Cl)cc1Cl	0.1	-16.6	-2.0	-2.3	5.9
17	O=C(O)c1ccc2ccc3ccccc3c2c1	-0.6	-7.5	nt	nt	-5.8
18	COc1cc2ccccc2cc1C(=O)N(CCN(C)C)c1nc2c(F)cccc2s1	-1.0	35.7	-0.5	-2.0	27.8
19	Cc1ccc(C(=O)N2CCC3(CC2)Oc2ccc(F)cc2C(=O)C32CC(c3ccc(Cl)cc3)=NO2)s1 (stereo not drawn)	1.7	0.6	-0.8	-0.8	-5.8
20	CC1(C)CC(NC(=O)c2cc(COc3cccc(C(F)(F)F)c3)on2)CCO1 (stereo not drawn)	1.1	-3.3	1.2	2.2	19.1
21	O=C(C[C@H]1C/C=C\C[C@@H](NC(=O)OCC2c3ccccc3-c3ccccc32)C(=O)O[C@@H](c2ccccc2)CNC1=O)N[C@H](CO)Cc1ccccc1	0.7	-6.7	-0.2	-0.5	-4.5
22	COc1ccc(C2C(=O)N(C3CCCCCC3)CC(=O)N2Cc2ccccc2)cc1OC (stereo not drawn)	nt	-9.2	1.4	-1.4	30.8
23	O=S(=O)(Cc1ccccc1)N(O)c1ccccc1	-0.8	-8.6	2.6	-1.5	1.7
24	N=c1c(C(=O)NCc2ccc(F)cc2)cc2c(=O)n3ccccc3nc2n1CCCN1CCOCC1	nt	-21.6	-0.1	0.1	-8.4

No.	SARS 3CLpro inh	PrPC TRFRET	Anthrax LF prot	BH1578 lux ind
13	-0.6	2.3	-2.4	-0.3
14	1.3	2.7	-5.4	-0.5
15	5.3	-7.5	1.1	i
16	-3.3	-1.5	-5.4	-0.6
17	nt	5.9	nt	-0.6
18	3.4	1.1	-3.5	-2.1
19	nt	3.4	1.4	-0.3
20	-0.4	2.1	-3.1	-7.3
21	nt	1.9	-8.8	0.0
22	0.2	-3.2	-2.1	i
23	-4.4	-1.2	-1.8	0.0
24	-1.5	-21.9	-5.9	5.6

The list goes on; it opens with the 2 that closed the last part.
No.	mol	TcdB GH inh	SSB-PriA inh	BoNT A protease	PfHsp40 yeast	Yp Topo-I inh
23	O=S(=O)(Cc1ccccc1)N(O)c1ccccc1	-0.8	-8.6	2.6	-1.5	1.7
24	N=c1c(C(=O)NCc2ccc(F)cc2)cc2c(=O)n3ccccc3nc2n1CCCN1CCOCC1	nt	-21.6	-0.1	0.1	-8.4
25	COc1cccc(NC(=O)CN(C)C(=O)c2cccnc2Sc2ccc(C)c(C)c2)c1	4.2	-7.7	-2.0	-0.8	23.1
26	COc1cccc(-c2cccc(-c3nc(C(=O)NCc4ccc5c(c4)OCO5)cc4c3[C@H](CCO)N(S(=O)C(C)(C)C)C4)c2)c1 (stereo partly drawn)	-12.5	nt	-0.6	nt	nt
27	Nc1cccc2c(O)cccc12	1.1	12.2	-0.2	0.6	-2.0
28	O=[N+]([O-])c1cc([N+](=O)[O-])c(Oc2cccc(Cl)c2Cl)cc1NN1CCCCC1	0.8	-2.9	0.0	-0.7	4.6
29	Cc1ccccc1S(=O)(=O)/N=C(/Nc1nc2ccccc2s1)c1ccccc1	0.2	nt	-0.7	-2.0	-1.3
30	NC(=O)C1(N2CCCCC2)CCN(C(=S)Nc2ccc(F)cc2)CC1	0.5	2.3	0.0	-1.2	-3.0
31	COc1cccc(CNC(=O)CCNS(=O)(=O)c2cccc3nsnc23)c1	-0.5	9.2	-0.6	0.8	8.4
32	O=C(NN1CCOCC1)c1ccc(Cl)c(Cl)c1	1.9	-7.2	2.1	-0.2	-3.6
33	C=C(C)C(=O)Nc1ccc(NC(C)C)cc1	0.5	-14.4	0.6	0.6	4.5
34	COc1ccccc1C(=O)NC(=O)COC(=O)CNC(=O)c1ccccc1	1.3	4.1	?	0.7	-1.5
35	O=C(Cn1c(NCCO)nc2ccccc21)c1ccccc1	1.0	-21.4	-0.5	0.0	-13.1
36	CCOC(=O)C1=C(CNCc2ccccc2Cl)NC(=O)NC1c1cccc([N+](=O)[O-])c1 (stereo not drawn)	-0.1	-0.2	0.1	-0.8	0.5

No.	SARS 3CLpro inh	PrPC TRFRET	Anthrax LF prot	BH1578 lux ind
23	-4.4	-1.2	-1.8	0.0
24	-1.5	-21.9	-5.9	5.6
25	nt	12.3	-2.3	i
26	nt	-0.3	0.3	nt
27	nt	0.0	-1.7	-0.4
28	-5.7	-5.0	-4.3	-0.5
29	nt	-3.1	-5.6	i
30	1.3	-0.2	0.2	i
31	-1.1	-17.6	-13.9	i
32	1.0	8.8	2.3	-1.6
33	-2.6	9.1	-10.5	i
34	nt	3.4	?	i
35	1.4	-5.3	-0.8	i
36	-0.2	-0.7	-9.2	i

(cont.)
No.	mol	TcdB GH inh	SSB-PriA inh	BoNT A protease	PfHsp40 yeast	Yp Topo-I inh
37	CCCc1c(NC(=O)Nc2ccc(F)cc2)cnn1-c1ccc(Cl)cc1	-0.6	-9.6	0.1	-1.0	3.7
38	N#CCC(=O)NCC1(c2ccccc2)CCCC1	nt	5.4	-0.5	1.1	-1.9
39	CN(C)CCNC(=O)/C(=C/c1ccc(-c2ccc(Cl)cc2)o1)NC(=O)c1ccccc1	nt	13.8	-0.6	-1.4	-20.6
40	Cc1ccc(C(CC(=O)O)NC(=O)c2ccc(S(=O)(=O)N3CC(C)OC(C)C3)cc2)cc1 (stereo not drawn)	-4.6	-8.3	2.7	0.7	-7.7
41	COc1cc(S(=O)(=O)NCC2CCCO2)ccc1Br (stereo not drawn)	nt	-3.6	-0.3	2.0	0.8
42	CSc1ccccc1NC(=O)c1ccc2c(c1)CCN2S(C)(=O)=O	0.1	-11.3	0.6	-0.8	-2.8
43	Cc1cc(=O)[nH]c(SCC(=O)O)c1C#N	nt	-10.6	0.2	-2.0	-8.1
44	CCCCCC(=O)N1C[C@@H](O)[C@H](n2cc(C3CC3)nn2)C[C@@H]1c1ccccc1	0.6	nt	-0.5	nt	0.3
45	Cc1c(NC(=O)c2ccc(Br)s2)c(=O)n(-c2ccccc2)n1C	0.4	-6.8	-0.5	-1.8	8.2
46	CCOc1cc(N2CCOCC2)c(OCC)cc1NC(=O)CSc1cccc[n+]1[O-]	nt	-5.8	-0.9	0.7	-1.4
47	Cc1cccc(N(C(=O)c2csnn2)C(C(=O)NC2CCCCC2)c2ccccn2)c1C (stereo not drawn)	0.2	-3.9	-3.0	-0.1	3.3
48	COc1cc2c(cc1OC)C1=C(C#N)COCN1CC2	nt	13.0&-15.1	-0.3	0.1	5.9

No.	SARS 3CLpro inh	PrPC TRFRET	Anthrax LF prot	BH1578 lux ind
37	1.2	16.5	-5.2	-0.3
38	-1.4	-2.0	1.0	25.0*
39	-3.6	-13.7	-0.7	i
40	nt	-4.2	2.1	-10.3
41	-2.0	4.7	-1.6	-0.4
42	-0.6	6.5	15.5	-0.4
43	0.5	7.9	-4.0	i
44	nt	-6.6	3.5	-0.3
45	2.8	6.8	-6.0	-0.1
46	2.8	-5.8	0.8	i
47	-1.9	4.7	-13.0	-2.2
48	-8.7	-0.2	0.6	-7.1

Reprinted from the part before: three entries; new compounds follow.
No.	mol	TcdB GH inh	SSB-PriA inh	BoNT A protease	PfHsp40 yeast	Yp Topo-I inh
46	CCOc1cc(N2CCOCC2)c(OCC)cc1NC(=O)CSc1cccc[n+]1[O-]	nt	-5.8	-0.9	0.7	-1.4
47	Cc1cccc(N(C(=O)c2csnn2)C(C(=O)NC2CCCCC2)c2ccccn2)c1C (stereo not drawn)	0.2	-3.9	-3.0	-0.1	3.3
48	COc1cc2c(cc1OC)C1=C(C#N)COCN1CC2	nt	13.0&-15.1	-0.3	0.1	5.9
49	COc1ccccc1CN1[C@@H](CC(=O)O)c2ccccc2S1(=O)=O	-0.7	-2.8	0.1	-1.2	4.7
50	CCOC(=O)C(=O)NNc1ccc(F)cc1	-8.3	-7.5	0.1	nt	-0.3
51	C=CCn1cnnc1SCC(=O)NCC1COc2ccccc2O1 (stereo not drawn)	-1.7	-7.0	1.1	0.9	2.3
52	CCOc1ccc(NC(=S)NNC(=O)CC(C)O)cc1 (stereo not drawn)	1.4	-17.5	0.1	-0.7	-11.0
53	NC(=O)c1nsc(C(=O)N(CC(=O)NCc2ccccc2)c2ccc(F)cc2)c1N	0.2	-10.8	0.6	-0.5	26.3
54	N=C1/C(=C\c2ccc(-c3cccc(Cl)c3)o2)C(=O)N=C2SC=C(c3ccccc3)N12	0.3	5.4	6.5	1.2	-3.6
55	O=C(c1ccc(Cl)c(NC2=NC3CS(=O)(=O)CC3S2)c1)N1CCN(c2ccccc2)CC1 (stereo not drawn)	3.2	7.8	-0.9	0.7	2.4

No.	SARS 3CLpro inh	PrPC TRFRET	Anthrax LF prot	BH1578 lux ind
46	2.8	-5.8	0.8	i
47	-1.9	4.7	-13.0	-2.2
48	-8.7	-0.2	0.6	-7.1
49	nt	-2.1	1.4	0.7
50	4.1	15.7	-9.4	-0.5
51	nt	0.8	-2.4	i
52	4.1	-3.6	-1.9	-0.3
53	-0.6	-14.9	-0.5	-0.4
54	2.0	1.3	1.2	-0.3
55	0.7	-0.8	-1.6	i
